Screening data: PubChem BioAssay, Sanford-Burnham Center for Chemical Genomics
EphA4 KYL inhibition: inhibitors of EphA4 binding to KYL peptide, primary screen, biochemical, colorimetric, mouse EphA4 (AID 689) | EphA4-AP binding to KYL peptide, pNPP A405; higher % means a stronger effect | inhibition, % at 10 µM, or IC50 in µM where a hit was titrated | 62,000 compounds, 0.1% hits; in the data active means a potency from the dose series; inactive means the rest, 99 in 100 with inhibition below about 22%
Active calls of the source: *; & = joins results of further samples. Some of the compounds tested; rates above refer to the full screens.

SMILES | EphA4 KYL inhibition
CCN(CC)c1ccc(NC(=O)/C=C/c2ccc(OC)c(Br)c2)cc1 | -14%
COc1ccc(N2CSC3=C(C#N)C(c4cccc(OC)c4OC)CC(=O)N3C2)cc1 (centres undefined) | 0%
CSc1nnc(C)c(/C=C/Nc2ccc(F)cc2)n1 | -9%
O=C1N(CC(=O)N2CCc3ccccc32)CCN1Cc1ccccc1Cl | -6%
O=S(=O)(NCCOCC(F)(F)F)c1ccc2oc3ccccc3c2c1 | 1%
O=S(=O)(/N=C(\Nc1ccc(F)cc1)C(F)(F)F)c1ccccc1 | -6%
O=c1oc2ccc(O)c(-c3ccccc3Cl)c2s1 | 12%
Cc1c(Cl)c([N+](=O)[O-])nn1CC(=O)N1CCc2ccccc2C1 | -9%
CCNC(=O)CC1S/C(=N\N=C(/C)c2ccccc2)NC1=O (centres undefined) | -7%
CCCc1cc(SCC(=O)Nc2c(C)n(C)n(-c3ccccc3)c2=O)n2c(nc3ccccc32)c1C#N | -2%
Cc1ccccc1Nc1nc(N)nc(CSc2nc3ccccc3c(=O)n2CCCO)n1 | -3%
Cc1nc(NC(=O)c2ccccc2)sc1-c1csc(Nc2ccc(F)cc2)n1 | -6%
Cc1ccc(C)c(Nc2ncnc3nc[nH]c23)c1 | 2%
COc1cc(C=O)ccc1OCCOCCOc1ccccc1Cl | -5%
CC1=C(C(=O)OC(C)C)C(c2ccc(OCC(N)=O)cc2)NC(=O)N1 (centres undefined) | 9%
COC(=O)C(NC(=O)c1ccccc1)c1ccccc1 (centres undefined) | -7%
Cc1ccc(OCCn2cc(/C(N)=N/O)c3ccccc32)cc1C | 5%
CCC(C)n1cnc2c(c1=O)c1nc3ccccc3nc1n2Cc1ccc(OC)cc1 (centres undefined) | -6%
Oc1ccc(-c2nc(-c3ccccc3)c(-c3cccs3)[nH]2)cc1O | 3%
CN1C(=O)NC(NC(=O)c2ccco2)(C(F)(F)F)C1=O (centres undefined) | -14%
O=c1c2ccccc2c(C=NC2CCS(=O)(=O)C2)c(O)n1-c1ccccc1 (centres undefined) | -5%
O=C(c1ccc2c(c1)N(Cc1ccccc1)C(=O)CS2)N1CCOCC1 | -7%
CCc1nc(SCC(=O)NCC2CCCO2)c2oc3ccccc3c2n1 (centres undefined) | -24%
Cc1[nH]c(=O)[nH]c(=O)c1/C=N/NC(=O)[C@H](C)NC(=O)OC(C)(C)C | -16%
COc1cccc(OCCCN2CCCCC2)c1 | -2%

Overlap with the part before: 2 entries, followed by the next part.
SMILES | EphA4 KYL inhibition
Cc1[nH]c(=O)[nH]c(=O)c1/C=N/NC(=O)[C@H](C)NC(=O)OC(C)(C)C | -16%
COc1cccc(OCCCN2CCCCC2)c1 | -2%
COc1cc(/C=C2/SC(=S)N(CC(=O)NCCCN3CCOCC3)C2=O)cc(OC)c1OC | 13%
Cc1cc(C)cc(OCCCOc2cccc3cccnc23)c1 | -11%
CCCCS(=O)CC(O)COCC (centres undefined) | 0%
O=C(CCNS(=O)(=O)c1ccccc1[N+](=O)[O-])Nc1ccc(I)cc1 | -6%
O=C(COc1ccccc1)Nc1ccc(CSc2ccccc2)cc1 | -9%
CCOC(=O)c1nc2nc(C)c(Cl)c(=O)n2[nH]1 | 0%
Cc1cc(/C=N\NC(=O)c2cccs2)c(C)n1-c1ccc2ncccc2c1 | -8%
COc1cccc(OCCNS(=O)(=O)c2ccc3ccccc3c2)c1 | -4%
c1ccc(-c2nc(N3CCCCCC3)nc(-n3ccnc3)n2)cc1 | -9%
Cn1c(Cn2c(=O)sc3ccccc32)nnc1SCc1ccccc1F | -12%
CCCC1COC(Cn2cncn2)(c2ccc(C)cc2)O1 (centres undefined) | -10%
CC(C)(C)NC(=O)CSc1nnc(C2CC2)n1Cc1ccccc1 | -1%
Cc1cc(SCC(=O)c2cc3ccccc3o2)nc2ccccc12 | -1%
CCOc1ccc(CCNC(=O)CCn2cccc2)cc1OCC | -6%
O=C(Nn1cnc2ccccc2c1=O)C1CCCCC1 | -2%
COC(=O)c1ccc(N/C=C/C(=O)c2ccc(OC)c(OC)c2)cc1 | 7%
Cc1noc(C)c1COC(=O)CCN1c2ccccc2Sc2ccccc21 | 9%
COc1cc2c(cc1NC(=O)CC1SC(N3CCCC3)=NC1=O)oc1ccccc12 (centres undefined) | -4%
O=[N+]([O-])c1ccc(O)c(-c2nc(-c3ccccc3)c(-c3cccs3)[nH]2)c1 | -6%&1%
O=C(Nc1sc2c(c1-c1nc3ccccc3[nH]1)CCCC2)C1CCCC1 | 6%
O=C(NO)c1ccc(C(=O)N(C2CCCCC2)C2CCCCC2)cc1 | -2%
CCOc1ccc(OCc2ccc(C(=O)Nc3cccnc3)o2)cc1 | 0%
Cc1ccc(NC(C#N)c2ccccc2OCc2ccccc2)cc1 (centres undefined) | 11%
O=C(NC(N1CCCCC1)C(Cl)(Cl)Cl)c1ccc(Cl)cc1Cl (centres undefined) | -15%
c1ccc(CNc2nc3ccccc3n3cnnc23)cc1 | -3%
Remaining list, next part:
SMILES | EphA4 KYL inhibition
CCOC(=O)CCn1c(CC(=O)OCC)nc2ccccc21 | 0%
COCCCNC(=O)CN(c1cccc([N+](=O)[O-])c1)S(=O)(=O)c1ccccc1 | -5%
Cc1cc2ncn(CC(O)COC3CCCCC3)c2cc1C (centres undefined) | -20%
COc1ccccc1CN1C(=O)CN(C2CCCC2)C(=O)C1c1ccc(F)cc1 (centres undefined) | -5%
Cc1nn(-c2ccccc2)c(C)c1C(=O)OCC(=O)N1c2ccccc2NC(=O)C1(C)C | -4%
CC(=O)OC(C)(CCC(C)(OC(C)=O)C(C)=O)C(C)=O (centres undefined) | 15%
CCOC(=O)c1c(NC(=O)c2noc3c2CCCC3)sc(C)c1C | -16%
O=C(NCc1ccccc1)C12CN(Cc3ccccc3)CC1C(c1cccc([N+](=O)[O-])c1)=NO2 (centres undefined) | 16%
CC1=C(C(=O)Nc2ccccc2)C(c2ccco2)C(C#N)=C(SCC(=O)OC(C)C)N1 (centres undefined) | -11%
O=C(/C=C/c1cn(-c2ccccc2)nc1-c1ccc(Cl)cc1)c1cccs1 | -9%
O=C(Oc1ccc(-c2nccc(-c3ccccn3)n2)cc1)c1cccc(C(F)(F)F)c1 | 2%
Cn1c(C(=O)NC2CCCCC2)cc2c(=O)n(C)c3ccccc3c21 | -48%
CC(=O)c1cccc(NC(=O)CN2C(=O)NC3(CCCCCCC3)C2=O)c1 | -2%
CCOC(=O)C(C)CC(C)C(=O)N1CCOCCOCCN(C(=O)C(C)CC(C)C(=O)OCC)CCOCC1 (centres undefined) | -4%
O=C(CSCCO)Nc1ccc(C2CCCCC2)cc1 | 9%
CC1Oc2ccccc2N(CC(=O)NCC2CCCO2)C1=O (centres undefined) | -2%
Cc1ccc(NC(=O)c2ccccc2)cc1OC(=O)c1ccccc1 | 0%
Cc1ccc2nc3c(c(N)c2c1)CCN3c1ccccc1 | -26%
CCN(CC)c1ccc(N2C(=O)/C(=C/c3cccnc3)SC2=S)cc1 | 4%
CCc1ccc(C2CC(=O)N3CN(c4ccccc4)CSC3=C2C#N)cc1 (centres undefined) | 0%
O=C1C2=C(Nc3[nH]n(-c4ccccc4)c(=O)c3C2c2ccccc2)c2ccccc21 (centres undefined) | 6%
COc1ccc(N2CCN(C(=O)CCc3nc(-c4ccc(C)cc4)no3)CC2)cc1 | -13%
CNC(=O)NC1CCCCc2sccc21 (centres undefined) | -6%
CCOC(=O)CCC(=O)N1CCOCCOCCN(C(=O)CCC(=O)OCC)CCOCC1 | 1%
Cc1cc(OCC(=O)Nc2ccc(Cl)cn2)ccc1Cl | 6%

15 entries from above, sorted by count of non-hydrogen atoms, low to high.
SMILES | EphA4 KYL inhibition
CNC(=O)NC1CCCCc2sccc21 (centres undefined) | -6%
O=C(CSCCO)Nc1ccc(C2CCCCC2)cc1 | 9%
Cc1ccc2nc3c(c(N)c2c1)CCN3c1ccccc1 | -26%
Cc1cc2ncn(CC(O)COC3CCCCC3)c2cc1C (centres undefined) | -20%
CCOC(=O)c1c(NC(=O)c2noc3c2CCCC3)sc(C)c1C | -16%
Cn1c(C(=O)NC2CCCCC2)cc2c(=O)n(C)c3ccccc3c21 | -48%
CC(=O)c1cccc(NC(=O)CN2C(=O)NC3(CCCCCCC3)C2=O)c1 | -2%
COCCCNC(=O)CN(c1cccc([N+](=O)[O-])c1)S(=O)(=O)c1ccccc1 | -5%
COc1ccccc1CN1C(=O)CN(C2CCCC2)C(=O)C1c1ccc(F)cc1 (centres undefined) | -5%
O=C1C2=C(Nc3[nH]n(-c4ccccc4)c(=O)c3C2c2ccccc2)c2ccccc21 (centres undefined) | 6%
O=C(Oc1ccc(-c2nccc(-c3ccccn3)n2)cc1)c1cccc(C(F)(F)F)c1 | 2%
Cc1nn(-c2ccccc2)c(C)c1C(=O)OCC(=O)N1c2ccccc2NC(=O)C1(C)C | -4%
CCOC(=O)CCC(=O)N1CCOCCOCCN(C(=O)CCC(=O)OCC)CCOCC1 | 1%
O=C(NCc1ccccc1)C12CN(Cc3ccccc3)CC1C(c1cccc([N+](=O)[O-])c1)=NO2 (centres undefined) | 16%
CCOC(=O)C(C)CC(C)C(=O)N1CCOCCOCCN(C(=O)C(C)CC(C)C(=O)OCC)CCOCC1 (centres undefined) | -4%

(cont.)
SMILES | EphA4 KYL inhibition
CCNC(=O)Nn1c(-c2ccccc2)nc2ccccc2c1=O | 3%
COc1ccc(-n2cnnc2SCC(=O)c2cc(C)n(Cc3cccs3)c2C)cc1 | -26%
Cc1ccc(-c2csc(NC(=O)c3cccc(S(=O)(=O)N4CCN(C)CC4)c3)n2)cc1 | 5%
CCCc1cc(C(=O)Nc2ccc(F)cc2F)no1 | -1%
CCOc1ccc(NC(=O)c2ccc(F)c(S(=O)(=O)N3CCN(c4ccccn4)CC3)c2)cc1 | 1%
Cc1ccc(NC(=O)CC2Nc3ccccc3NC2=O)cc1Cl (centres undefined) | -3%
Cc1cccc(-n2nc([N+](=O)[O-])c(=NCc3cccnc3)n2O)c1 | -10%
O=C(CN1C2CCC1CC(NC(=O)NC1CCCCC1)C2)NC1CC1 (centres undefined) | -35%
CCCN1C(=O)c2ccccc2NC1c1ccccc1F (centres undefined) | -5%
CCc1ccc(N2C(=O)/C(=C/c3cc(C)n(-c4cccnc4)c3C)C(=O)NC2=S)cc1 | 28%
O=C(Nc1ccc2c(c1)OCO2)C1COc2ccccc2O1 (centres undefined) | -5%
CCCNC(=O)CC(NS(=O)(=O)c1ccc(Cl)cc1)c1ccco1 (centres undefined) | -21%
COc1ccc(CNC(=O)C/C(C)=N/NC(=O)C(c2ccccc2)c2ccccc2)cc1 | 0%
CCCCc1ccc(NS(=O)(=O)c2cccs2)cc1 | -5%
O=[N+]([O-])c1ccc(/C(=N\Nc2ccccc2)c2cc(O)ccc2O)cc1 | -2%
Cc1ccc(NC(=O)/C=C\C(=O)O)c(C)c1 | 8%
Cc1sc2ncnc(NCc3ccccc3)c2c1C | -6%
CCOc1cc(OCC)cc(C(=O)Nc2ccc(N3CCOCC3)c(Cl)c2)c1 | 5%
CCOC(=O)C1=C(c2ccccc2)OC(N)=C(C#N)C1c1cccs1 (centres undefined) | -1%
CCNC(=S)NNC(=O)Cc1ccccc1 | -8%
CCCc1[nH]nc2c1C(c1ccc(OC(=O)N3CCOCC3)cc1)C(C#N)=C(N)O2 (centres undefined) | -14%
Cc1ccc(NS(=O)(=O)c2cccc3c2C(=O)c2ccccc2C3=O)cc1C | -3%
O=C(CSc1ccc2c(c1)OCCO2)Nc1ccc(Cl)cn1 | -3%
COC(=O)CSc1nc(C)c(Oc2ccccc2)c(=O)[nH]1 | -5%
Cc1cccc(Oc2ncc(-c3ccc(Cl)cc3)cn2)c1C | -8%
Additional compounds
SMILES | EphA4 KYL inhibition
Cn1c(C(=O)Nc2ccccc2)cc2sccc21 | -11%
CCOC(=O)N1CCC(N2C(=O)c3ccccc3C2Nc2ccc(C)cc2)CC1 (centres undefined) | -19%
COc1cc(Cl)cc(C2NC(=O)NC(C)=C2C(C)=O)c1OCC(=O)O (centres undefined) | -3%
COc1cccc(Nc2nnc(SCn3nnc4ccccc4c3=O)s2)c1 | -8%
O=C(Cc1ccc(S(=O)(=O)N2CCCC2)s1)N1CCOCC1 | -7%
CCOc1ccc(C=NC23CN4CN(CN(C4)C2)C3)cc1 | -9%
COC(=O)CSc1nsc(SCC(=O)OC)n1 | 17%
O=C(NCc1cccnc1)c1c[nH]c2cc3c(cc2c1=O)OCCO3 | -11%
COc1ccc(Oc2nnc(-c3ccc(C)cc3)c3ccccc23)cc1 | -1%
O=c1/c(=C/c2ccccn2)sc2nc3ccccc3n12 | -22%
Cn1c(=O)cc(SCC(=O)NCCCN2CCOCC2)c2ccc(Cl)cc21 | -18%
CCOc1cccc(NC(=O)C2CC(=O)N(C)C(=Nc3cccc(F)c3)S2)c1 (centres undefined) | -4%
CC(=O)c1cc(Cc2csc(C(C)=O)c2)cs1 | -14%
O=C(CN1C(=O)NC2(CCCC2)C1=O)Nc1nc(-c2ccc(F)cc2)cs1 | -5%
COC(=O)C(Cc1cncn1COCc1ccccc1)NC(=O)OC(C)(C)C (centres undefined) | 13%
CCOc1ccc(NC(=O)c2cccs2)c([N+](=O)[O-])c1 | -3%
CCCSc1nsc(SCCC)c1C#N | -9%
CN(Cc1ccccc1)c1nc2c(c(=O)[nH]c(=O)n2C)n1CCOc1ccccc1 | -5%
Cc1ccnc(SCC(=O)O)n1 | -7%
CCOc1ccc(NC(=S)NC(NC(=O)C(c2ccccc2)c2ccccc2)C(Cl)(Cl)Cl)cc1 (centres undefined) | 6%
O=C(CCS(=O)(=O)c1ccc(Br)cc1)NC1CCCC1 | -1%
COc1ccc(/C=C2\CCc3ccccc3C2=O)cc1Cn1cccn1 | -1%
O=C(O)c1cccc(NC(=O)c2ccc3c(c2)C(=O)N(CC2CCCO2)C3=O)c1 (centres undefined) | 4%
Cc1ccc(C(=O)Nc2ccc(Cl)cn2)cc1 | 2%
Cn1c(N)c(C#N)c2c(c1=S)CSC(C)(C)C2 | -17%
NS(=O)(=O)c1ccc(CCNc2nc(CN3CCCCC3)nc3sc4c(c23)CCC4)cc1 | 2%
O=C(NCCc1ccc(Cl)cc1)C(=O)Nc1ccccc1F | -3%
COC(=O)c1cc(NC(=O)c2cc(I)ccc2Cl)cc(C(=O)OC)c1 | -12%
Cc1ccc(S(=O)(=O)NCCC(=O)NC2CCCC2)cc1 | -4%
COc1ccc2occ(NC(C)=O)c2c1 | -1%
